mlh1 rad18 = NCI yeast anticancer drug screen, S. cerevisiae mlh1 rad18 strain. growth inhibition, % at 50 µM. actives 11% (n = 79,000). AID 175, 2004;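 note: 0% = growth of vehicle-only cultures of the same strain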
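Compound-treated yeast growth, normalised to vehicle controls. Strain bears defined DNA repair mutations.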
yeast sgs1 mgt1 = NCI yeast anticancer drug screen, S. cerevisiae sgs1 mgt1 strain; actives 10% (n = 78,000); growth inhibition, % at 50 µM;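 note: 0% = growth of vehicle-only cultures of the same strain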
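Yeast cells carrying a defined DNA-repair defect were exposed to test compounds. Growth inhibition was measured relative to vehicle-treated controls.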
rad50 = NCI yeast anticancer drug screen, S. cerevisiae rad50 strain; AID 155, 2004; actives 10% (n = 79,000); % growth inhibition at 50 µM;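 note: 0% = growth of vehicle-only cultures of the same strain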
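Compounds were tested on a yeast strain with an engineered DNA damage repair alteration; the reported value is growth inhibition normalised to vehicle treatment.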
yeast mec2-1 = NCI yeast anticancer drug screen, S. cerevisiae mec2-1 strain; growth inhibition, % at 50 µM; actives 9% (n = 79,000);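 note: 0% = growth of vehicle-only cultures of the same strain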
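Vehicle-treated cultures served as reference for growth inhibition of compound-exposed mec2-1 yeast.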
cln2 rad14 = NCI yeast anticancer drug screen, S. cerevisiae cln2 rad14 strain; AID 165, 2004; growth inhibition, % at 50 µM; actives 8.3% (n = 78,000);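 note: 0% = growth of vehicle-only cultures of the same strain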
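Yeast carrying cln2 and rad14 alterations (cell cycle control and DNA damage repair) were exposed to compounds. Growth inhibition was measured against vehicle-treated controls.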
bub3 = NCI yeast anticancer drug screen, S. cerevisiae bub3 mutant strain; growth inhibition, % at 50 µM; actives 9.9% (n = 78,000);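 note: 0% = growth of vehicle-only cultures of the same strain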
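Inhibition values come from growth of compound-treated mutant yeast normalised to vehicle-treated controls.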
Starred values were filed as active, the others as inactive; nt = not tested or not shown; & = joins results of further samples. Cut-off read from the data, not from the text of the source: active = growth inhibition above about 70%; inactive = the rest. Not all compounds are listed; the hit share may differ from the screen's.

SMILES	mlh1 rad18	yeast sgs1 mgt1	rad50	yeast mec2-1	cln2 rad14	bub3
C=CCCCCCCCCC(=O)Nc1ccc(Cl)cc1C(=O)c1ccccc1	14	4	-2	0	28	-8
CC(C)C(=O)C(C)(C)Br	22	-6	19	-13	-3	1
CN(C)C(=S)Oc1c(S(=O)(=O)F)ccc(Cl)c1Cl	98*	98*	96*	88*	77*	95*
CC(=O)CC1(OC(=O)C2C(C=C(C)C)C2(C)C)C(=O)Nc2ccccc21 (centres undefined)	40	19	41	16	9	23
CC12CN(CC[N+](C)(C)C)CC1(C)C1CCC2O1 (centres undefined)	-21	-22	6	-9	4	-19
C[N+](C)(C)CC1CCc2ccccc2C1=O (centres undefined)	91*	69	89*	45	50	40
O=C(O)c1cc[c]([Hg])cc1	38	36	38	26	3	-5
c1ccc(N=c2nc(N3CCOCC3)ss2)cc1	98*	99*	99*	100*	93*	99*
CCOP(=O)(NCc1ccco1)OCC	22	24	6	-21	2	11
Cc1ccc(S(=O)(=O)OC2CSSCC2OS(=O)(=O)c2ccc(C)cc2)cc1 (centres undefined)	43	31	39	16	30	5
CO[As](OC)c1ccc(N=Nc2ccc(N(C)C)cc2)cc1	99*	99*	98*	99*	99*	99*
O=C1NC(=O)C(Cc2cccc(Cl)c2)C(=O)N1	-36	-16	15	-7	-8	1
Cc1cc(C)c(C[N+](C)(C)C)c(C)c1C	99*	100*	98*	100*	99*	99*
CC12C(=O)C(C)(C(c3ccccc3)=C1c1ccccc1)C1(C#N)NC21C#N (centres undefined)	40	23	15	3	18	14
O=C(NP(=O)(N1CC1)N1CC1)OCCCCCCOC(=O)NP(=O)(N1CC1)N1CC1	4	22	19	10	7	14
CC(=O)O[C@@]12CO[C@@H]1C[C@H](O)[C@@]1(C)C(=O)[C@H](O)C3=C(C)C(OC(=O)[C@H](O)[C@@H](NC(=O)c4ccccc4)c4ccccc4)C[C@@](O)(C(OC(=O)c4ccccc4)C12)C3(C)C (some centres undefined)	-13	-20	-28	-22	14	0
C[CH2][Sn]1([CH2]C)[O]C2C(O)OC(CO)C(O)C2[O]1 (centres undefined)	72*	54	34	80*	64	56
C/C=C1/CN2CCC1CC2C(O)c1ccnc2ccc(OCCO)cc12 (centres undefined)	25	-2	-8	-13	-9	-25
CC(=O)OC1CCC2C3CCC45OC4C(=O)CCC5(C)C3CCC12C (centres undefined)	1	20	18	-5	3	28
CN(C)C(=O)Oc1ccc(Cl)cc1Cl	33	-6	9	18	-7	-9
CC(=O)Nc1ccc([N+](=O)[O-])c(C(F)(F)F)c1	6	9	-4	-6	13	-4
O=[As](O)(O)c1ccc(Cc2ccc([As](=O)(O)O)cc2)cc1	99*	99*	99*	99*	99*	99*
CNC1C(O)CC(OC2C/C=C(\C)C/C(C)=C/C=C/CCC(C)CNC(=O)/C=C/C=C/C2C)OC1C (centres undefined)	99*	98*	14	63	99*	99*
CN(C)CCNC(=O)c1cc([N+](=O)[O-])cc([N+](=O)[O-])c1N(CCCl)CCCl	14	7	13	0	-47	-7
CCOP(=S)(OCC)SC(O)(C(F)F)C(F)F	31	42	29	23	22	39
CC1CN=C(Nc2ccc(F)c(Cl)c2)S1 (centres undefined)	-23	-45	-14	-16	9	0
O=C(O)c1ccccc1O	7&-17	13&-20	-1&-18	-9&-9	-11&-13	2&0
c1c2c(cc3c1OCO3)CC1CCCN1CC2 (centres undefined)	-2	-8	-4	13	-23	-24
C/C=C\CCCCCCCC(=O)OC(C)(C)C(Cl)(Cl)Cl	9	-9	-5	-24	-9	12
COc1ccccc1C(Cc1ccc(N2C(N)=NC(N)=NC2(C)C)cc1)C(=O)Nc1ccc(S(=O)(=O)F)cc1 (centres undefined)	99*	99*	90*	95*	55	99*
O=C([O][Hg][CH2]C1CC(O)CC([CH2][Hg][O]C(=O)c2ccccc2)O1)c1ccccc1 (centres undefined)	99*	99*	99*	99*	97*	99*
CCCOP(=O)(OCCC)OC(C(F)(F)F)C(F)(F)F	-41	-49	-44	3	15	14
CN1CN(c2ccccc2)C2(CCN(CCCN(C)c3ccc(F)cc3)CC2)C1=O	17	6	0	0	6	3
COc1cc(/C=C(/C)[N+](=O)[O-])ccc1O	99*	99*	99*	100*	99*	99*
CCCCCCCCP(=O)(O)OP(=O)(O)OCC1OC(n2ccc(N)nc2=O)C(O)C1O (centres undefined)	-9	-10	-11	-20	7	-12
CCCCOP(=O)(OCCCC)SCl	6	3	-9	2	14	-11
c1cc[c]([Sn]2([c]3ccccc3)[O]CCNCC[O]2)cc1	-74	10	-13	-14	-15	-49
COc1ccc(C)cc1C(=O)C[n+]1ccc2ccccc2c1	0	-25	-10	-1	-21	-6
CC12CCC3C(=CC=C4CC(O)CCC43C)C1CCC2=O (centres undefined)	16&23	11&19	14&2	1&17	-46&1	-12&23
CNP(=O)(N(C)C)N(C)C	-7	18	-12	-14	-20	-25
Clc1c(Cl)c(Cl)c([S][Pb]([c]2ccccc2)([c]2ccccc2)[c]2ccccc2)c(Cl)c1Cl	98*	99*	99*	98*	98*	98*
CCC1(O)C(=O)OCc2c1cc1n(c2=O)Cc2cc3cc([N+](=O)[O-])ccc3nc2-1 (centres undefined)	60	25	78*	43	-3	-21
O=[N+]([O-])c1cccc2cccc([N+](=O)[O-])c12	11	-10	-7	-28	-87	-35
[Cl][Hg][Cl].c1cnccn1	93*	94*	92*	94*	93*	93*
CC(=O)CC(C)C(=O)O (centres undefined) (tested in a mixture with another compound)	-21	-17	-6	-11	-7	-6
O=C(O)c1ccc2n[se]nc2c1	24	0	10	-1	5	-1
O=C1C2C(C(=O)N1c1ccc(O)cc1)C1(Cl)C(Cl)=C(Cl)C2(Cl)C1(Cl)Cl (centres undefined)	1	2	0	-12	0	-20
CCC[CH2][Sn]1([CH2]CCC)[O]CC[S]1	99*	98*	99*	99*	97*	96*
Cc1c([N+](=O)[O-])cc(C(C)(C)C)c(O)c1[N+](=O)[O-]	71*	72*	61	63	44	27
CC(C)(N)Cc1ccc(N)cc1	24	7	15	-2	18	2

Following part:
SMILES	mlh1 rad18	yeast sgs1 mgt1	rad50	yeast mec2-1	cln2 rad14	bub3
COc1cc2c3c(c1OC)Oc1ccc(cc1)CC1c4c(cc(OC)c(OC)c4Oc4ccc(cc4)CC3N(C)CC2)CCN1C (centres undefined)	-4	-11	3	12	-8	-14
NP(N)(=O)Nc1ccccc1	4	-24	8	-22	67	-8
C[C@@]12CCC(=O)C=C1CC[C@H]1C2=CC[C@]2(C)C1CC[C@@]2(C)O (some centres undefined)	50	78*	74*	67	57	76*
CC1CN=C(Nc2cccc(C(F)(F)F)c2)S1 (centres undefined)	-14	1	-2	-3	14	28
CC(C)(C)c1cc(C=C(C#N)C#N)cc(C(C)(C)C)c1O	6	8	4	11	-33	49
CN(C)CCO	35	5	-21	12	-2	23
CCC[C@H]1CCCCN1	4	23	27	13	19	-13
CC(Cc1ccccc1)NC1CC2CCC1C2 (centres undefined)	-8	nt	-7	-39	nt	nt
COc1c(Br)cc(/C=C(/C)[N+](=O)[O-])cc1Br	82*	32	91*	92*	71*	92*
CN(C)c1ccc(C(c2c(O)c3ccccc3oc2=O)c2c(O)c3ccccc3oc2=O)cc1	51	60	59	66	18	34

16 entries from above, ordered by count of non-hydrogen atoms, high to low:
SMILES	mlh1 rad18	yeast sgs1 mgt1	rad50	yeast mec2-1	cln2 rad14	bub3
COc1cc2c3c(c1OC)Oc1ccc(cc1)CC1c4c(cc(OC)c(OC)c4Oc4ccc(cc4)CC3N(C)CC2)CCN1C (centres undefined)	-4	-11	3	12	-8	-14
CNC1C(O)CC(OC2C/C=C(\C)C/C(C)=C/C=C/CCC(C)CNC(=O)/C=C/C=C/C2C)OC1C (centres undefined)	99*	98*	14	63	99*	99*
CN(C)c1ccc(C(c2c(O)c3ccccc3oc2=O)c2c(O)c3ccccc3oc2=O)cc1	51	60	59	66	18	34
O=C(NP(=O)(N1CC1)N1CC1)OCCCCCCOC(=O)NP(=O)(N1CC1)N1CC1	4	22	19	10	7	14
C=CCCCCCCCCC(=O)Nc1ccc(Cl)cc1C(=O)c1ccccc1	14	4	-2	0	28	-8
O=C1C2C(C(=O)N1c1ccc(O)cc1)C1(Cl)C(Cl)=C(Cl)C2(Cl)C1(Cl)Cl (centres undefined)	1	2	0	-12	0	-20
CC12CCC3C(=CC=C4CC(O)CCC43C)C1CCC2=O (centres undefined)	16&23	11&19	14&2	1&17	-46&1	-12&23
c1cc[c]([Sn]2([c]3ccccc3)[O]CCNCC[O]2)cc1	-74	10	-13	-14	-15	-49
c1ccc(N=c2nc(N3CCOCC3)ss2)cc1	98*	99*	99*	100*	93*	99*
CC(Cc1ccccc1)NC1CC2CCC1C2 (centres undefined)	-8	nt	-7	-39	nt	nt
COc1c(Br)cc(/C=C(/C)[N+](=O)[O-])cc1Br	82*	32	91*	92*	71*	92*
CCOP(=O)(NCc1ccco1)OCC	22	24	6	-21	2	11
CN(C)C(=O)Oc1ccc(Cl)cc1Cl	33	-6	9	18	-7	-9
CCC[CH2][Sn]1([CH2]CCC)[O]CC[S]1	99*	98*	99*	99*	97*	96*
O=C(O)c1cc[c]([Hg])cc1	38	36	38	26	3	-5
CC(=O)CC(C)C(=O)O (centres undefined) (tested in a mixture with another compound)	-21	-17	-6	-11	-7	-6

Remaining list, next part
SMILES	mlh1 rad18	yeast sgs1 mgt1	rad50	yeast mec2-1	cln2 rad14	bub3
CN(Cc1ccccc1)C(=S)S	26	53	45	28	18	-17
CC(=O)OC1(C(C)=O)CC2(c3ccccc3)OC1(c1ccccc1)c1ccccc12 (centres undefined)	7	9	-1	12	10	-4
Nc1nc(N)c(N=Nc2ccc([As](=O)(O)O)c(O)c2)c(N)n1	-18	-36	-4	-7	-18	-43
CC(=O)OC1CC2C(C)(C)C(=O)C=C[C@]2(C)C2CCC3(C)C(c4ccoc4)[C@@H](O)[C@H]4O[C@]43[C@]12C (some centres undefined)	24	32	57	28	29	33
COc1ccc(N2CC=C(c3ccccc3)OP2(=O)N2CC2)cc1 (centres undefined)	-8	6	-20	26	18	1
CC(=O)[O-].N.N.N.N.[Co+3].[O-][Cl+3]([O-])([O-])[O-].[OH3+]	3	-1	-2	7	16	22
[O-]c1n[n+](C2CCCCC2)no1	-13	-46	-11	-8	-31	2
O=C(CBr)OCCCS(=O)(=O)O	-34	nt	-25	-34	nt	nt
CC12CCC(C)(c3cc(O)c(O)cc31)c1cc(O)c(O)cc12	70*	37	52	31	58	44
CCOP(=O)(OCC)/C(C#N)=C/c1ccccc1	20	-9	19	-23	-34	-11
O=C(C1C(c2ccccc2)N1C1CCCCC1)C1C(c2ccccc2)N1C1CCCCC1 (centres undefined)	9	11	6	18	-5	-10
O=C(Cc1ccccc1)OC1CCCC1	19	-7	15	-5	-39	-3
CN(C)C(=O)Sc1c(Cl)cc(Cl)cc1S(=O)(=O)F	21	56	43	7	33	-3
COc1cc2c(cc1O)CC1c3c(cc(O)c(OC)c3-2)CCN1C (centres undefined)	3	-11	2	-8	-16	-26
CCN(CC)CC.CCOc1ccc(NC(=O)N=C=[N-])cc1.[CH-]1CCCCC1.[CH-]1CCCCC1.[CH-]1CCCCC1.[Cl-].[Sn+4]	nt	90*	87*	88*	90*	89*
CCOC(=O)C1C2OC(=O)C(C(=O)C2P2(=O)OCCN2CCCl)C1c1ccc(OC(C)=O)cc1 (centres undefined)	26	24	23	-9	-17	-1
CCOP(=O)(CC=O)OCC	3	-6	-8	-23	-2	-12
Clc1cccc(C(Br)Br)c1	-11	-20	-12	-24	-8	-27
O=NNc1ncccn1	-23	4	-20	-12	4	0
CCOC(=O)C1=C(C(=O)OCC)C2c3ccccc3C=CN2C(C(=O)OCC)=C(SC)S1 (centres undefined)	2	-5	3	-29	-86	-8

At a glance, some entries already given:
SMILES	mlh1 rad18	yeast sgs1 mgt1	rad50	yeast mec2-1	cln2 rad14	bub3
CC(=O)CC1(OC(=O)C2C(C=C(C)C)C2(C)C)C(=O)Nc2ccccc21 (centres undefined)	40	19	41	16	9	23
CC12CN(CC[N+](C)(C)C)CC1(C)C1CCC2O1 (centres undefined)	-21	-22	6	-9	4	-19

Carrying on:
SMILES	mlh1 rad18	yeast sgs1 mgt1	rad50	yeast mec2-1	cln2 rad14	bub3
CC1(C)CN1C1=C(Br)C(=O)C(N2CC2(C)C)=C(Br)C1=O	30	8	19	1	10	-1
O=[N+]([O-])c1ccc(/C=C/c2cc(Cl)ccc2S(=O)(=O)F)c(Cl)c1	-4	7	3	-1	13	13
COc1cc([C@@H]2c3cc(O)c(OC)cc3C[C@H]3C(=O)OC[C@@H]23)ccc1O	-2	26	20	-14	10	25
C/C(=C\c1ccc(Cl)c(Cl)c1)[N+](=O)[O-]	23	21	0	-10	-14	-5
